High-throughput results deposited in PubChem BioAssay by Fisher Drug Discovery Resource Center.
mcGAS MS inh: mouse cGAS inhibition by mass spec; AID 1259397; Q8C6L5; inhibition, % at 12.5 µM; actives 0.18% (n = 130,000); recombinant mouse cGAS, cGAMP by RapidFire MS;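 active = inhibition of cGAS enzyme activity at or above 60%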;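 note: enzyme stimulated by 45 bp dsDNA with ATP and GTP substrates; cGAMP share of summed cGAMP plus half ATP and half GTP signals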
Target sequence (Q8C6L5 whole entry, looked up): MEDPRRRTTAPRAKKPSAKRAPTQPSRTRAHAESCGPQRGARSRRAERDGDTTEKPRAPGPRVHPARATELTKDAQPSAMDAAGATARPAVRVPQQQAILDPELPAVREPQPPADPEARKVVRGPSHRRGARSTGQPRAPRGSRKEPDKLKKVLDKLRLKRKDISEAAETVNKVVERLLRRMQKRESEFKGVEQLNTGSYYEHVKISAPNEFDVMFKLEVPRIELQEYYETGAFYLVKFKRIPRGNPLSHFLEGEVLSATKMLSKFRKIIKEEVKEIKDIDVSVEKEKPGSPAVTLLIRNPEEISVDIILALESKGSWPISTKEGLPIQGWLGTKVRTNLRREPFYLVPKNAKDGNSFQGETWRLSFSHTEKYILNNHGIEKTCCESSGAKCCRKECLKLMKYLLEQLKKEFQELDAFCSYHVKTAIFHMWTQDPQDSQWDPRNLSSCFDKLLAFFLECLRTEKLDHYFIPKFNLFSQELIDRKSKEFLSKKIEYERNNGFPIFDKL
The depositor's hits bear a star; & = joins results of further samples. Only part of the results is shown; rates above refer to the full screens.

smiles | mcGAS MS inh
COc1cc2c(cc1OC)CN(C1CCCN(Cc3ccoc3)C1)CC2 (stereo not given) | -12.2
CCC1COC(C)CN1C(=O)c1ccc(Oc2ccccc2)cc1 (stereo not given) | -4.3
CCN1CCC(NC(=O)CN(C)Cc2ccc(Cl)cc2Cl)CC1 | -17.9
CC1CCC(NC(=O)OC(C)(C)C)(C(=O)OCCn2cccn2)CC1 (stereo not given) | -5.1
CC(=O)Nc1ccc(Cl)c(C(=O)N2CCN(c3cc(C)ccn3)CC2)c1 | -14.9
O=c1[nH]c2ccccc2n1CCCSc1nc2cc(S(=O)(=O)N3CCOCC3)ccc2o1 | -9.6
Cc1ccccc1-c1nc(CN(Cc2ccccc2)CC2CC2)c(C)o1 | -4.1
COc1cc(SC)ccc1C(=O)NC(c1ccccc1)C1CC1 (stereo not given) | -0.6
CCOC(=O)c1ccc(-n2cc(O)c(C(=O)OC)n2)cc1 | 0.4
CCOCCSc1nc2c(cnn2CCO)c(=O)[nH]1 | -26.1
COc1ccc(Cl)cc1NC(=O)c1c(-c2ccccc2)noc1C | -2.1
Cn1cnnc1SCc1cc(=O)c(OCc2cccc([N+](=O)[O-])c2)co1 | -6.8
O=C(NCCc1ccc(Br)s1)c1cc(S(=O)(=O)N2CCCC2)c[nH]1 | -5.7
Cc1cc(C)c(-c2csc(NC(=O)CN3CSCC3=O)n2)c(C)c1 | -6.2
CCOC(=O)c1cc(C(N)=O)n(C)n1 | -35.8
CCOC(=O)Cn1c(=O)c(F)cn(Cc2ccc(OC)c([N+](=O)[O-])c2)c1=O | -12.1
O=C(Nc1cccc(-n2cccn2)c1)C1CCCN(C/C=C/c2ccccc2)C1 (stereo not given) | -1.4
Cc1c(CC(=O)NC(C)Cn2cncn2)c2c(n1Cc1ccccc1)CCCC2=O (stereo not given) | -3.7
CCC1=NOC(C(=O)N2CCN(c3ncccc3C)CC2)C1 (stereo not given) | -5.6
O=C(CSc1ccccc1F)NNC(=O)c1cccc(S(=O)(=O)N2CCCC2)c1 | -4.9
CCc1ccc(OCCn2c(C(O)CC)nc3ccccc32)cc1 (stereo not given) | -0.9
C=CCn1c(=O)n(CCC#N)c(=O)n(CCC#N)c1=O | -35.0
CN1CC2(CCCN(C(=O)C3=Cc4ccccc4OC=C3)C2)OC1=O (stereo not given) | 9.8
CCc1ccc(S(=O)(=O)Nc2ccnc3ccncc23)s1 | 5.7
Cc1csc(NC(=S)NC(=O)C2CC2)n1 | -1.9
COc1ccccc1CNc1nn[nH]n1 | -0.3
CCCc1nc(C(=O)N2CC[C@@H](c3sccc3C)[C@H](O)C2)cs1 | -16.7
Cc1c(C(=O)O)sc2[nH]c(=S)n(NC(=O)CC(C)O)c(=O)c12 (stereo not given) | -3.0
O=C1C2ON(c3ccccc3)C(c3ccccc3)C2C(=O)N1c1cccc(C(F)(F)F)c1 (stereo not given) | -3.8
CCOC(=O)c1nn(-c2ccccc2C)c(=O)cc1OS(=O)(=O)c1cccs1 | -1.1
COC(=O)[C@]1(C)CCC[C@]2(C)c3ccc(C(C)C)cc3C(=O)CC12 (stereo not given in full) | -7.3
CC(=O)C1=C(c2ccc(C3CCCCC3)cc2)N(C(C)=O)n2cnnc2S1 | -0.9
Cc1oc(-c2cccc(Cl)c2)nc1CN(C)Cc1cnn(C)c1 | -17.9
COCC(c1ccccn1)N(C)C(=O)c1c[nH]c(=O)cn1 (stereo not given) | -2.5
Cn1cccc1CN1CCC1(C)C(=O)Nc1ccccc1Oc1ccccc1 (stereo not given) | -6.7
O=c1[nH]c(O)c(C=Nc2cccnc2)c(=O)[nH]1 | -26.3
CCC(CNC(=O)C1CCCN(S(=O)(=O)c2ccc(F)cc2)C1)c1ccccc1 (stereo not given) | -2.6
COc1ccc(-c2nn(-c3ccccc3C)cc2CN(C)Cc2ccon2)cc1F | -9.3
COc1ccc(C(=O)CSc2ccc3nc(-c4ccccc4)cn3n2)cc1 | -7.2
CC1CCC2(CC1)NC(=O)N(CC(=O)NC(C)C(C)C)C2=O (stereo not given) | -11.4
NC(COCc1ccccc1)c1csc(Nc2ncccn2)n1 (stereo not given) | -8.2
COc1cccc(OC)c1C(=O)N1CCN(C(C(=O)NCc2ccc3c(c2)OCO3)C2CCCC2)CC1 (stereo not given) | -5.8
COc1cccc(CNS(=O)(=O)c2cc3c4c(c2)CCN4C(=O)CC3)c1 | -5.3
Cc1ccn2c(=O)c(NC(=O)C(C)(C)C)c(C)nc2c1 | -6.4
O=C(CC1CCCCC1)N1CCC(CO)(Cc2cccc(C(F)(F)F)c2)CC1 | -5.8

The closing three compounds of the part before lead into the next.
smiles | mcGAS MS inh
COc1cccc(CNS(=O)(=O)c2cc3c4c(c2)CCN4C(=O)CC3)c1 | -5.3
Cc1ccn2c(=O)c(NC(=O)C(C)(C)C)c(C)nc2c1 | -6.4
O=C(CC1CCCCC1)N1CCC(CO)(Cc2cccc(C(F)(F)F)c2)CC1 | -5.8
O=C(CCC1CCN(C(=O)CC2CCC(=O)N2)CC1)Nc1ccccc1 (stereo not given) | -2.1
CN(C(=O)c1ccc(Br)o1)c1ccccc1C(=O)Nc1ccc(F)cc1 | 8.2
CC(=O)N1CCc2nc(C)nc(NCCSc3ccccn3)c2CC1 | -16.1
CN(C)S(=O)(=O)c1ccc(=S)[nH]c1 | 5.2
CC(=O)Nc1ccc(CN2CCCN(c3ccncc3C)CC2)cc1 | 5.5
O=C(CN1CCN(Cc2cc(-c3ccc(Cl)cc3)no2)CC1)N1CCOCC1 | -11.6
O=S(=O)(NCc1cn2cc(Cl)ccc2n1)c1ccc(F)cc1 | 1.5
CCOC(=O)C(=CC(=CN(C)C)C=C(C(=O)OCC)C(=O)OCC)C(=O)OCC | -0.8
Cc1nn(C)c2ncc(NC(=O)c3nn(-c4ccc(Cl)cc4)c(C)cc3=O)cc12 | -25.2
COc1ccc(N2C(=O)c3ccccc3NC23CCN(CCCC#N)CC3)cc1 | -6.9
CN(Cc1ccccc1)c1ncccc1CNC(=O)c1ccc[n+]([O-])c1 | -6.0
COc1cncc(-c2cccc(CN3CCOCC3)c2)c1 | -31.4
O=c1c(/C=N\O)c(SCc2ccccc2)nc2ccccn12 | -0.8
NS(=O)(=O)c1ccc2c(c1)OCCO2 | 0.5
Cc1noc(C)c1CN(C)C(=O)NC(C)C(C)(C)c1ccccc1 (stereo not given) | -12.9
Cc1ncsc1CCC(=O)N1CCCC(C(=O)c2ccc3c(c2)OCO3)C1 (stereo not given) | -8.8&8.1
Cc1ccc(C)c(C2C(C#N)C(=N)SC(=N)C2C#N)c1 (stereo not given) | 7.4
Cn1cc(CN2CCc3ccc(NC(=O)C4CCCO4)cc3C2)c(-c2ccccc2)n1 (stereo not given) | -1.5
Cc1cccc(/C=C/C(=O)N2CCCC(c3nncn3C(C)C)C2)c1 (stereo not given) | -42.2
COC(=O)c1ccc2c(c1)S(=O)(=O)NC(=NCc1ccco1)S2 | 5.7
CCc1csc(CNC2CCCNC2)n1 (stereo not given) | -6.4
C=CCN1C(=O)C(C(C)CC)NC12CCN(C(=S)NC(C)C)CC2 (stereo not given) | -11.9
CN1CCN(C(=O)[C@H]2CSC(c3ccccc3)N2)CC1 (stereo not given in full) | -2.1
O=C(NCCCCOc1ccc(Cl)cc1)N1CCN(S(=O)(=O)c2ccc([N+](=O)[O-])cc2)CC1 | -4.0
CCCCc1c(-c2ccccc2)ncn1CCCO | -17.5
CC(=O)c1c(C)oc2ccc(N(C(C)=O)S(=O)(=O)c3cc(C)ccc3C)cc12 | -4.6
CS(=O)(=O)N=C1C=C(S(=O)(=O)c2ccccc2)C(=O)c2ccccc21 | 35.2
Cc1cc(=O)[nH]c(C)c1NC(=O)c1cccc(CN2CCN(CCO)CC2)c1 | -35.7
O=C(CSc1ccccc1)N1CCCC(Nc2ccc(F)cc2)C1 (stereo not given) | 0.7
CCOC(=O)c1c(N=Cc2c(O)[nH]c(=S)[nH]c2=O)sc(C)c1-c1cccs1 | -9.5

Two entries from above, reformatted.
compound: CCCCc1c(-c2ccccc2)ncn1CCCO
  mcGAS MS inh: -17.5

compound: CC(=O)c1c(C)oc2ccc(N(C(C)=O)S(=O)(=O)c3cc(C)ccc3C)cc12
  mcGAS MS inh: -4.6

Following part.
smiles | mcGAS MS inh
C[C@H]1CC2C([C@@H](O)C[C@@]3(C)C2CC[C@]3(O)C(=O)COC(=O)CCC(=O)O)[C@@]2(C)C=CC(=O)C=C12 (stereo not given in full) | -7.3
CCOCCNc1ccc2cc(Br)c(F)cc2n1 | -9.2
CCOC(=O)C1CCN(c2cc(-c3nc(-c4ccccc4)no3)c3ccccc3n2)CC1 | -4.1
O=C(Nc1cnc2n1CCCC2)c1cc(-c2ccccc2)on1 | -7.9
CC(O)c1cccc(OCc2csc(C3CCCC3)n2)c1 (stereo not given) | -5.2
Cc1cc(-n2c(C)nc3ccccc3c2=O)ccc1NC(=O)Nc1cc(F)ccc1F | -15.3
Cc1oc(-c2ccco2)nc1CN(C)CC1COc2ccccc2O1 (stereo not given) | 4.6
CNC(=O)NC(=O)C(C)N1CCN(C(C)c2nc(Cc3ccccc3)no2)CC1 (stereo not given) | 4.3
O=C(O)c1nn(-c2cccc(F)c2)c(=O)n(Cc2cccc(Cl)c2)c1=O | -1.1
CCC(CC)c1nc2cc3c(cc2[nH]1)OCCO3 | -18.4
COc1cccc(C(=O)N2CCN(S(=O)(=O)NCc3ccccc3)CC2)c1 | -17.3
Cc1ccc2nc(NC3=NCN(C(C)C)CN3)nc(C)c2c1 | 1.2
CC1CN(C(=O)NCC(C)N(C)c2ccccc2)CC(C)O1 (stereo not given) | -9.4
COc1c(C)cc(C(=O)C2CCCN(Cc3ccc(C#CC(C)(C)O)cc3)C2)cc1C (stereo not given) | -5.4
CCCC(C)c1cc(NS(=O)(=O)c2ccccc2F)n[nH]1 (stereo not given) | -3.5

Look-ups from the entries so far.
CCOCCNc1ccc2cc(Br)c(F)cc2n1 in mcGAS MS inh = -9.2
O=C(Nc1cnc2n1CCCC2)c1cc(-c2ccccc2)on1 in mcGAS MS inh = -7.9

Remaining list, next part.
smiles | mcGAS MS inh
Cc1cccnc1CN1CCN(Cc2nc(CCc3ccccc3)no2)CC1 | 6.0
Cc1csc(SCC(=O)N2CCC3(CC2)NCCNC3=O)n1 | 1.8
Cc1ccc(-c2cc(O)c3c(c2)CN(Cc2ccoc2)CCO3)s1 | 51.9
O=C(Nc1ccc(SCc2ccc(F)cc2)nn1)c1ccco1 | -4.4
Cc1cccnc1C1=NOC(C)C(=O)N1Cc1cccc(F)c1 (stereo not given) | 0.1
CCN(CC1CCN(CCc2ccccc2C)CC1)C(=O)c1cnc2ccccn2c1=O | -7.0
O=C1Oc2ccccc2C(=O)C1=CN1CCc2ccccc21 | 6.6
CCN(CC)C(=S)SCc1ncc(-c2ccccc2)o1 | 19.5
CSCC(C(=O)NNC(=O)C12CC3CC(CC(C3)C1)C2)N1C(=O)C2CCCCC2C1=O (stereo not given) | -29.0
CN(Cc1ccc2ccccc2n1)C(=O)c1ccc(N(C)C)nc1 | -6.0
FC(F)(F)c1ccc(N2CCN(Cc3cn4ccccc4n3)CC2)nc1 | -20.6
CC(C)CNc1ccc2c(n1)C(=O)N([C@H](C)C(=O)Nc1ccc3c(c1)OCO3)C2 | 5.1
Cc1nn(-c2ccc(F)cc2)cc1CNC(=O)C(NC(N)=O)C(C)C (stereo not given) | 5.6
Cn1cc(S(=O)(=O)NCC(c2ccccc2Cl)N2CCOCC2)cn1 (stereo not given) | 4.5
CC1CCc2cc(F)ccc2N1C(=O)C12CCC(c3nc(C#N)c(C#N)nc31)C2(C)C (stereo not given) | -0.1
Cc1ccc(S(=O)(=O)NC(=O)C2(C)CCN2C(=O)C2(c3ccc(Cl)cc3)CC2)nc1 (stereo not given) | -5.8
CCN(C(=O)c1cc(Br)c(Br)s1)C1CCS(=O)(=O)C1 (stereo not given) | -0.9
Cc1cc(F)c2c(c1)CCCN2CC(=O)Nc1cc(C(C)(C)C)no1 | -1.7
CCCNc1cc(=O)n(-c2ccc(F)cc2)nc1C(=O)OCC | -3.5
C#CCn1c(=NC(=O)CCCS(=O)(=O)c2ccc(F)cc2)sc2cc3c(cc21)OCO3 | 0.4
CC(C)C(=O)N1CCNCC1 | -2.6
COC(=O)c1cc2c(=O)n(-c3nc4ccccc4s3)ccc2nc1C | 4.1
O=C(OCCOCCO)c1ccccc1Nc1cccc(C(F)(F)F)c1 | 7.0
CC1(C)OCC(COc2c(F)c(N3CCOCC3)nc(F)c2Cl)O1 (stereo not given) | -1.8
NC(=O)CSc1nc2ncccc2c(=O)n1-c1ccccc1 | -7.6
COc1cc(/C=C2\C=Cc3ccccc32)cc(OC)c1OC | -5.1
Cc1cccc(NC(=O)CSC2=NS(=O)(=O)c3ccccc3N2)c1C | -3.8
CC1=NNc2nc3c(c(=O)n(Cc4cccc(C)c4)c(=O)n3C)n2C1C (stereo not given) | -4.9
COC(=O)C=C1NC(=O)C(C)S1 (stereo not given) | -3.2
Cc1nnc(NCc2ccccc2)n(N)c1=O | -3.5
C=CCNC(=S)Nc1ccc(F)cc1F | 1.3
C=CCc1ccc(OCC(=O)NC2(c3noc(C)n3)CCCCC2)c(OC)c1 | -1.8
O=C(CN1CCN(c2cccc(Cl)c2)C1=O)N1CCN(Cc2ccccn2)CC1 | -6.8
NCc1cc(F)cc(Br)c1 | -4.1
CCCCN(C)S(=O)(=O)NCCN1CC(C)OC(C)C1 (stereo not given) | -4.2
COc1cc2c(cc1C1CC(=O)Nc3c1cnn3Cc1cccnc1)CCC2 (stereo not given) | -12.7
